# CAL PDZ FP-1 = blocks peptide binding to the human CAL PDZ domain; Q9HD26; purified CAL PDZ, TMR-peptide fluorescence polarization, 1 h; inhibition, % at 24.9 µM; 300,000 compounds, 0.92% hits; AID 602252;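 active = mean inhibition of at least 30% with at least half of replicates also reaching 30%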;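 note: 0% = DMSO neutral control and 100% = excess unlabeled competitor peptide PRC23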
# CDK5 p35 inh = inhibitors of human CDK5/p35 kinase | Q00535+Q15078 | Recombinant CDK5/p35, ADP-Glo luminescence, 60 min | inhibition, % at 10 µM | 330,000 compounds, 0.01% hits | AID 488839;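 active = highest replicate inhibition of at least 50% and at least 75% of replicates reaching 50%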;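 note: plate controls were DMSO neutral control for no effect and GW8510 at 10 µM for full effect; many of its hits are not listed in these tables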
# CAL PDZ FP-2 = human CAL PDZ-peptide interaction inhibition | Q9HD26 | purified CAL PDZ, TMR-peptide fluorescence polarization, 1 h | AID 504414 | 330,000 compounds, 0.02% hits | inhibition, % at 20 µM;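 active = highest replicate inhibition of at least 40%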;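 note: plate controls were DMSO neutral control wells for no effect and unlabeled competitor peptide control wells for full effect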
#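 Test system: tagged CAL PDZ domain / Buffer or medium: sodium phosphate/NaCl buffer pH 7.4 with TCEP, IgG, Thesit / Reagent: TMR-labelled reporter peptide T*-PRC34 bound in PDZ groove / Compound dosing: single point, 20 µM / Schedule: 1 h incubation at room temperature before polarization reading / Technique: fluorescence polarization (mP) / Benchmarks: unlabelled peptide, DMSO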
# MITF act = increases MITF-driven TRPM1 promoter luciferase signal; SK-MEL-5 TRPM1-promoter luciferase, 24 h; % of positive control, neutral wells = 0; activation, % at 12.5 µM; 300,000 compounds, 0.75% hits;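 active = mean activation of at least 80% with every replicate also reaching 80%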;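 note: 0% = neutral control wells and 100% = parthenolide positive control wells; values of inactives mirror those of a sister screen read the other way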
# cardiac RTF act = increases calcium sensitivity of human cardiac regulated thin filaments. P19429+P45379. IANBD-labeled TnC RTF fluorescence at EC20 calcium; 0% EC20 calcium, 100% full calcium. activation, % at 7.2 µM. 340,000 compounds, 0.24% hits. AID 493008;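 active = activation above the mean over all tested compounds plus 3 SD, cut at about 30% in these data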;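 note: rise in fluorescence read as greater calcium sensitivity of cardiac thin filaments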
# Wnt act = activates Wnt/beta-catenin signaling in a reporter cell assay | 300,000 compounds, 1.2% hits | activation, % at 9.35 µM | activator, plate reader | AID 743398; in the data active = activation above about 30%, passing the limit was not always enough;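 note: 0% = neutral control wells and 100% = positive control wells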
# dFosB activator = mouse delta FosB homodimer activation | purified delta FosB, TAMRA-CDK5 oligo fluorescence polarization; percent of positive-control signal above neutral wells | activation, % at 25 µM | AID 493131 | 340,000 compounds, 0.99% hits | P13346;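 active = mean activation above about 17%, with every replicate also reaching it, limit read from the data, passing the limit was not always enough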;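 note: fluorescence polarization rise as delta FosB binds a TAMRA Cdk5 AP-1 oligo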
# Target sequence (P13346 whole entry, looked up): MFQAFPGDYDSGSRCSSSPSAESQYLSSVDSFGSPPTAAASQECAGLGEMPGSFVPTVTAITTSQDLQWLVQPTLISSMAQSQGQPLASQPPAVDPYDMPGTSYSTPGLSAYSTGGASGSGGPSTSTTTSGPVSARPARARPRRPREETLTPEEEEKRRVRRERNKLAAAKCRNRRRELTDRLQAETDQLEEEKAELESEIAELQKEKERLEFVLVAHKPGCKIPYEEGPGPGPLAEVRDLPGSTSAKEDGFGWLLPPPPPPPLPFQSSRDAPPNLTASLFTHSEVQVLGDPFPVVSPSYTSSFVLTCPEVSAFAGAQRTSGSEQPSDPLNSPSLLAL
# Tat transport = inhibitors of E. coli Tat protein transport; E. coli MC4100 TorA-mCherry Tat export, fluorescence; inhibition, % at 10 µM; 340,000 compounds, 0.036% hits; AID 488895;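 active = mean replicate inhibition at least 50% and at least half of replicates individually reaching 50%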;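 note: exported cargo escapes ClpAP degradation while cytoplasmic cargo is degraded and loses fluorescence; 0% = median of neutral control wells and 100% = median of NaSCN control wells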
# V-ATPase pHluor = yeast V-ATPase proton transport regulation by pHLuorin. S. cerevisiae, pHLuorin cytosolic pH fluorescence. response, % at 10 µM. 350,000 compounds, 0.37% hits; in the data active = response mostly above about 7.3%, no sharp cut-off; inactive = mostly below about 5.4%; note: actives read high; inactives centre near 0; some compounds called inactive have numbers as strong as hits
# Rtt109 Vps75 = inhibitors of Candida albicans Rtt109/Vps75 histone acetyltransferase | Q5AAJ8 | purified Rtt109/Vps75, ThioGlo CoA-SH fluorescence, 4 h | inhibition, % at 34.9 µM | 330,000 compounds, 0.16% hits | AID 540336;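 active = inhibition of at least 50% in every replicate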
# Target sequence (Q5AAJ8 whole entry, looked up): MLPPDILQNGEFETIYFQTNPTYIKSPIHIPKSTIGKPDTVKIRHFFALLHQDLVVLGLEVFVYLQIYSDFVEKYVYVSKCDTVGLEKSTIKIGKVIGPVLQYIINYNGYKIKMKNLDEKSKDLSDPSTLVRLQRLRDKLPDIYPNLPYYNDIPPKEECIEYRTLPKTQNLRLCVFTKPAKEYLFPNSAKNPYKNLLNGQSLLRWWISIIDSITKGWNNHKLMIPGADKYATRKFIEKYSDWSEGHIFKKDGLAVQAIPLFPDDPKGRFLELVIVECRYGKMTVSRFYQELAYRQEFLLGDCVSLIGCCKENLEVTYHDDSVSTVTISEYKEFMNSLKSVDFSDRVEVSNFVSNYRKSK
# * hit, by the source's call; nt = no result given. Some of the compounds tested; rates above refer to the full screens.
SMILES,CAL PDZ FP-1,CDK5 p35 inh,CAL PDZ FP-2,MITF act,cardiac RTF act,Wnt act,dFosB activator,Tat transport,V-ATPase pHluor,Rtt109 Vps75
Cc1csc(=N)n1Cc1ccccc1,-3,-0.1,-2.5,7,0,-1,-3,-9,-1,3
Cc1sc2ncn(CC(=O)N3CCC4(CC3)OCCO4)c(=O)c2c1C,1,1.2,-0.4,5,-1,nt,-1,-11,3,4
CCCCCCn1c(=O)c(C(=O)Nc2cccc(C)n2)c(O)c2ccccc21,nt,2.0,1.1,-1,-3,nt,-5,8,-1,-8
CN1C(=O)N(C)C(=O)C(CCc2ccncc2)(CCc2ccncc2)C1=O,-5,-2.4,17,8,3,3,-1,-4,-2,3
CN1CCN(C(=O)Cc2nc3ccccc3[nH]2)CC1,-2,-1.6,-1.5,-2,-2,0,-2,5,4,-5
CC(C)NP(=O)(NC(C)C)OP(=O)(NC(C)C)NC(C)C,-1,0.5,0.6,11,0,1,3,-2,6,0
O=C(CCNS(=O)(=O)c1ccccc1)Nc1ccc(Cl)cc1C(=O)c1ccccc1,-5,2.0,-2.4,-5,5,-8,-5,6,6,10
O=C(O)COc1ccccc1/C=C1\C(=O)NC(=O)N(CCC2=CCCCC2)C1=O,-1,-3.7,-0.7,-11,-4,-1,3,1,-1,20
CCc1cccc(CC)c1N(COC)C(=O)CCl,-3,-1.6,-0.3,5,-6,-1,8,1,4,7
O=[N+]([O-])c1cccnc1N1CCCNCC1,-5,1.8,1.1,12,3,1,8,-1,4,6
O=C(CN1CCCCC1)c1ccccc1Cl,2,1.7,-2.2,-5,-2,-1,-1,-4,5,-3
C[n+]1c2ccccc2nc2ccc(NCCO)cc21,8,4.9,7.3,-3,-3,14,-264,-165,-2,2
CC12CCC(=O)C=C1CCC1C2C(O)CC2(C)C(O)CCC12 (centres undefined),nt,0.8,-0.3,-9,1,-1,-5,-1,-1,1
CC(C)(C)c1ccc(CN2C(=O)CN=C(c3ccccc3)c3ccccc32)cc1,-3,-1.3,-3.2,-4,-3,nt,-15,7,0,19
COC(=O)C1=C(c2ccc(Cl)c(C(F)(F)F)c2)C[C@@H]2CC[C@H]1N2C(=O)NCC1CC1,-2,0.4,-0.3,17,-1,-6,-9,-5,1,15
COc1ccc(C(C)=O)cc1CC(C(=O)c1ccc(Br)cc1)N(C)C (centres undefined),6,-1.2,-0.4,2,5,nt,4,0,0,12
O=C(O)CCn1cc(C=C2C(=O)NC(=S)NC2=O)c(-c2ccccc2)n1,-4,-1.7,-1.3,0,11,3,3,2,-3,1
COC12C(COC(N)=O)C3=C(C(=O)C(C)=C(N)C3=O)N1CC1C2N1C (centres undefined),-3,-0.4,0.8,-33,1,-2,2,80*,0,13
CC12CCC3C(CCC4CC(=O)OCC43C)C1CCC2O (centres undefined),-6,1.3,-4.6,-10,8,-2,-6,-5,-2,1
O=C(c1cc2cc(F)ccc2[nH]1)N1CCC2(CC1)OCCO2,-3,0.4,-1.8,-5,0,5,5,-3,-2,8
Cc1ccc2nc(-c3ccncc3)cc(C(=O)N3CCC4(CC3)OCCO4)c2c1,-3,5.2,-0.2,0,-5,0,-7,0,0,-12
CCN1CCN(c2ccc([N+](=O)[O-])cc2C#N)CC1,0,0.5,-0.6,-7,7,-1,3,-4,0,-8
O=C(c1ccc2c3c(cccc13)CC2)C1CCCN(Cc2ncc[nH]2)C1 (centres undefined),-7,-2.0,-1.6,7,3,-7,2,0,2,-1
COC(=O)C1=C(c2ccccc2OCc2ccccc2)C[C@@H]2CC[C@H]1N2C(=O)NCc1ccc(F)cc1,2,-0.6,-0.7,nt,1,-4,0,8,1,2
COC(=O)C1C2c3ccccc3C(c3ccccc32)C1(C)C(=O)OC (centres undefined),1,-1.2,-1.2,-8,-4,-6,-4,-3,3,-3
# New compounds follow:
SMILES,CAL PDZ FP-1,CDK5 p35 inh,CAL PDZ FP-2,MITF act,cardiac RTF act,Wnt act,dFosB activator,Tat transport,V-ATPase pHluor,Rtt109 Vps75
Cc1nn(C2CCOC(C)(C)C2)c2c1C(c1ccc3c(c1)OCO3)SCC(=O)N2 (centres undefined),-4,-1.2,-1.4,11,1,nt,4,0,0,10
Cc1cc(C=C2C(=O)NC(=O)NC2=O)c(C)n1-c1cccnc1,-3,1.8,-1.2,14,-2,-1,-5,3,-5,1
CC(C)C(=O)N1CCN(CCN=Cc2c(O)n(C)c(=O)n(C)c2=O)CC1,1,-1.5,0.4,0,-5,nt,0,6,1,-4
Cc1ccc(CN2C(=O)CN=C(c3ccccc3)c3ccccc32)cc1,4,-1.0,-0.8,-3,6,4,-10,8,0,5
O=C(c1cc(C(=O)NCc2ccccc2)c(=O)n(Cc2ccccc2)c1)c1cc(Br)ccc1O,-3,1.5,-0.3,5,3,-6,-9,-7,0,9
CCn1c(=O)cc(SCC(=O)N2CCC3(CC2)OCCO3)c2ccccc21,nt,1.1,-1.3,4,0,nt,-10,8,8,2
O=C1NC(=O)C(CCc2ccncc2)(CCc2ccncc2)C(=O)N1Cc1ccccc1,5,24,-0.6,1,1,2,-2,0,0,-2
COc1cc(C(c2c(O)c3ccccc3oc2=O)c2c(C)n(C)n(-c3ccccc3)c2=O)ccc1O (centres undefined),0,-0.3,-3.3,2,6,4,-8,-1,2,-9
CCOC(=O)c1c(N)n(Cc2ccco2)c2nc3ccccc3nc12,-5,-4.7,-2.5,nt,11,-2,-6,-4,3,-378
CCOc1ccc2oc(C(=O)NN3C(C)CCCC3C)c(C)c2c1 (centres undefined),-4,-1.0,-0.3,4,-4,-3,-5,-1,3,7
O=C1C(=O)c2cccc3cccc1c23,-9,-0.3,-1.5,5,5,-11,5,-10,0,-4
CC(=O)Nc1ccccc1OC(=O)N(C)C,-2,0.6,-1.3,6,-1,-4,5,8,4,0
c1cc(OCCN2CC2)ccn1,-7,2.7,-0.4,1,8,-4,-4,-2,0,0
COc1ccc(-n2c(O)c(/C=C/C=Nc3ccccc3)c(=O)[nH]c2=O)cc1,-3,-0.3,-0.1,-7,202*,nt,-1,-8,-2,-1
CCOC(=O)C(O)(c1ccc(NC(=O)c2ccco2)c(OC)c1)C(F)(F)F (centres undefined),-5,0.5,-1.1,-1,-1,-3,-6,-1,2,2
COc1ccc(CNCC(=O)N2CCC3(CC2)OCCO3)cc1,-2,-0.4,-0.4,8,2,0,-5,7,1,-16
CNC(=O)Oc1cccc(-c2cn3cc(Cl)ccc3n2)c1,-1,2.9,-3.7,-18,-2,nt,-6,6,1,2
CCN1CCN(c2cc(=O)n3ccccc3n2)CC1,1,-1.5,-2.0,nt,-2,-2,1,3,0,-7
C=CC[N+]1(C)CC[C@]23c4c5ccc(O)c4O[C@H]2C(=O)CC[C@@]3(O)[C@H]1C5 (some centres undefined),-3,-0.8,-0.6,13,4,0,6,-1,0,-4
COc1ccc(C(=O)C2CN(C)CC2c2ccc(Cl)cc2)cc1 (centres undefined),-1,-2.4,-8.7,-4,4,-1,-4,9,5,9
CNC(=O)OCCc1nccn1C,-4,1.2,0.0,-2,-1,-2,-1,10,-2,3
O=C(C1CC(=O)N(C2CCCCC2)C1)N1CCC2(CC1)OCCO2 (centres undefined),-1,-1.9,-0.2,2,1,nt,-4,-1,-2,2
COc1c(C)cc(C(=O)C2CCCN(C3CCOCC3)C2)cc1C (centres undefined),5,3.0,-1.3,-3,14,-3,-11,2,5,-13
OC(C#CCN1CCOCC1)(c1ccccc1)C1CCCC1 (centres undefined),-1,1.3,-0.5,-3,2,0,0,3,4,2
CC1(C)CC(CCNCc2ccc3c(c2)OCO3)(Cc2ccccc2)CCO1 (centres undefined),4,1.7,-0.9,12,1,-1,0,-1,3,nt

# Brought forward from above: three entries, followed by the next part.
SMILES,CAL PDZ FP-1,CDK5 p35 inh,CAL PDZ FP-2,MITF act,cardiac RTF act,Wnt act,dFosB activator,Tat transport,V-ATPase pHluor,Rtt109 Vps75
COc1c(C)cc(C(=O)C2CCCN(C3CCOCC3)C2)cc1C (centres undefined),5,3.0,-1.3,-3,14,-3,-11,2,5,-13
OC(C#CCN1CCOCC1)(c1ccccc1)C1CCCC1 (centres undefined),-1,1.3,-0.5,-3,2,0,0,3,4,2
CC1(C)CC(CCNCc2ccc3c(c2)OCO3)(Cc2ccccc2)CCO1 (centres undefined),4,1.7,-0.9,12,1,-1,0,-1,3,nt
CCCNS(=O)(=O)c1ccc(OCC(=O)N2CCN(Cc3ccc4c(c3)OCO4)CC2)c(C)c1,nt,-6.7,-1.4,-17,-5,-2,-16,20,-2,0
O=C(c1cc(F)ccc1F)C1CCCN(Cc2cc(Cl)ccc2O)C1 (centres undefined),1,0.4,-0.4,1,0,0,-5,6,1,-8
CCC(CC)N1CCN(C(=O)Cc2ccccc2)CC1,2,-0.8,-4.8,-3,3,nt,-13,-1,-4,-6
CCn1ccnc1CN1CCCC(C(=O)c2cccc(C(F)(F)F)c2)C1 (centres undefined),-1,-1.5,-1.5,-6,4,-3,-7,-3,-3,3
COc1ccc(-c2[nH]ncc2CNC(C)Cc2cccc(C)n2)cc1F (centres undefined),-3,0.7,-0.5,76,-2,4,-5,-10,2,3
CCNC(=O)NC(=O)C(C)OC(=O)c1c(C)nn(Cc2ccccc2)c1Cl (centres undefined),-3,1.3,-1.8,0,7,-1,-6,-14,-2,-6
COc1cccc(C2CC3C(=O)C=CC2N3Cc2ccccc2)c1 (centres undefined),-4,0.5,0.3,-21,3,0,-1,11,2,6
C[C@]12CC[C@@H](O)CC1=CCC1C2CC[C@@]2(C)C1CC[C@@H]2N (some centres undefined),4,0.2,-0.1,-19,-9,-4,1,-9,-1,1
C=CCN1C(=O)/C(=C/c2cc(C)n(-c3cccnc3)c2C)C(=O)NC1=S,-2,-1.4,-2.1,-56,0,-1,2,1,-1,10
CC1=C(C(=O)O)N2C(=O)C(NC(=O)CCCC(=O)O)C2SC1 (centres undefined),-1,1.0,-2.2,3,-1,-2,0,-4,0,-4
COC(=O)C1=C(c2ccc(C(C)=O)cc2)C[C@@H]2CC[C@H]1N2C(=O)NC1Cc2ccccc2C1,-3,0.0,0.2,-9,6,nt,-2,-4,3,1
COCCNC(=O)Cn1cc(C=C2C(=O)NC(=O)NC2=O)c2ccccc21,1,1.0,nt,-6,14,-4,1,-1,2,4
COc1ccc(C2(c3cccc(O)c3OC)CCN(C(C)=O)CC2)cc1O,-2,-1.6,-0.1,-5,3,15,-6,-3,5,4
CC(C)n1cc(C(=O)N(CC(=O)NC2CCCC2)Cc2ccccc2)cn1,-1,-0.6,-2.1,nt,1,-5,3,3,2,nt
Cc1cc(OCC(=O)N2CCC(C(=O)O)CC2)c2c3c(c(=O)oc2c1)CCC3,-5,-0.3,-3.2,-6,3,-1,-2,3,-3,-1
Cc1nc2ccc(Cl)cc2c(=O)n1-c1ccc([N+](=O)[O-])cc1,75*,-1.7,nt,-1,-5,1,-6,-3,0,-8
O=C(O)Cn1cc(C(=O)c2ccccc2F)c2ccccc21,-3,-2.2,-0.4,nt,0,2,3,-4,-1,0
